Rac1 GTP hydrolysis: MgcRacGAP GTPase-activating activity inhibitors, confirmation, biochemical, ADP Hunter fluorescence. MgcRacGAP-stimulated Rac1 GTP hydrolysis, ADP Hunter fluorescence; higher % means a stronger effect; GST-tagged Rac1 F28L mutant substrate. inhibition, % at 30 µM; hits with a dose series show IC50 in µM. actives 0.6% (n = 340,000). AID 624330;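 active = first-screen hits whose inhibition reached a set limit at any dose in the follow-up dose series; inconclusive = inhibition above the set first-screen limit but never retested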;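 also: fluorescence reports GDP produced by GAP-driven GTP hydrolysis; strong numbers were not always called active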
RSV CPE inhibition: inhibition of RSV-induced cytopathic effect – HEp-2 cells, primary 10 µM value included (AID 2391); CPE inhibition, % at 10 µM, or IC50 in µM where a hit was titrated; HEp-2 cells, RSV-induced CPE inhibition; higher % means a stronger effect; actives 0.13% (n = 310,000); in the data active = a potency from the dose series; inconclusive = CPE inhibition mostly from about 23% at the one dose, without a potency; inactive = the rest, 99 in 100 with CPE inhibition below about 21%; also: strong numbers were not always called active
GPR35 antagonists: GPR35 antagonists blocking zaprinast-driven arrestin recruitment, primary screen, imaging, U2OS, beta-arrestin-GFP, zaprinast agonist (AID 2058). actives 0.052% (n = 290,000). U2OS GPR35 beta-arrestin-GFP translocation imaging, zaprinast antagonism; higher % means a stronger effect. one-dose inhibition, % at 10 µM; IC50 in µM for titrated hits;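 active = inhibition of at least 50% with at least 30 cells and total cytoplasm GFP at most 10,000,000; inconclusive = under 30 cells or total GFP of 10,000,000 plus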
LYP inhibition: PTPN22 lymphoid phosphatase activity blockers – biochemical, fluorescence intensity, uHTS (AID 1779); inhibition, % at 11.5 µM, or IC50 in µM where a hit was titrated; actives 0.054% (n = 290,000); recombinant LYP phosphatase, fluorescence intensity; higher % means a stronger effect; in the data active = inhibition above about 50%;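 also: plate controls were vehicle with enzyme for no effect and no enzyme for full effect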
PhoP inhibition: PhoP-dependent GFP reporter repression – Salmonella Typhimurium, primary screen (AID 1863); S. Typhimurium PhoP-regulated promoter GFP reporter, 4 h; higher % means a stronger effect; inhibition, % at 50 µM; hits with a dose series show IC50 in µM; actives 0.16% (n = 300,000);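 active = inhibition over 29.93%, a cutoff 3 SD above the screen mean, later confirmed by dose response; inconclusive = inhibition over 29.93% but no dose response follow-up; inactive = inhibition at most 29.93% or unconfirmed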;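 also: 0% = low Mg2+ inducing control and 100% = high Mg2+ repressing control; strong numbers were not always called active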
NS5 inhibitors: Dengue-2 NS5 methyltransferase inhibitors, primary screen, biochemical, confirmation dose response (AID 588689). Dengue-2 NS5 methyltransferase capping enzyme assay, biochemical; higher % means a stronger effect. inhibition, % at 25 µM; hits with a dose series show IC50 in µM. actives 0.3% (n = 340,000); in the data active = a potency from the dose series; inconclusive = inhibition above about 29% without an active follow-up result
CSM14.1 death rescue: protection against thapsigargin-triggered cell killing – 384-well, CSM14.1, ATP luminescence, primary screen (AID 1222); 190,000 tested, under 10 active; CSM14.1 thapsigargin-induced death rescue, ATP luminescence; higher % means a stronger effect; cellular ATP content (survival), % at 20 µM; hits with a dose series show EC50 in µM;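 active = EC50 below 50 µM in the dose-response confirmation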;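 also: death triggered by thapsigargin at about 15 µM added after 2 h compound pretreatment; cell ATP read after overnight thapsigargin exposure of roughly 18 to 22 hours; normalized against plate controls of thapsigargin alone and 5% DMSO vehicle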
Large T inhibition: SV40 large T antigen inhibitors, biochemical (AID 1903); SV40 large T antigen ATPase/helicase inhibition assay; higher % means a stronger effect; inhibition, % at 20 µM, or IC50 in µM where a hit was titrated; actives 0.39% (n = 310,000); in the data active = a potency from the dose series; inconclusive = inhibition mostly from about 32% at the one dose, without a potency; inactive = the rest, 99 in 100 with inhibition below about 32%; also: strong numbers were not always called active
West Nile antiviral: West Nile virus antiviral activity, cell-based, CPE readout (AID 1621) | West Nile virus-infected cells, CPE inhibition; higher % means a stronger effect | one-dose CPE inhibition, % at 10 µM; IC50 in µM for titrated hits | actives 0.02% (n = 290,000); in the data active = a potency from the dose series; inconclusive = CPE inhibition mostly from about 3.7% at the one dose, without a potency; inactive = the rest, 99 in 100 with CPE inhibition below about 2.2%; also: strong numbers were not always called active
Numbers without * were called inactive; ? = inconclusive; nt = no result given.

SMILES | Rac1 GTP hydrolysis | RSV CPE inhibition | GPR35 antagonists | LYP inhibition | PhoP inhibition | NS5 inhibitors | CSM14.1 death rescue | Large T inhibition | West Nile antiviral
CNC(=S)N/N=C/c1ccc(N2CCOCC2)s1 | 28µM* | ? | 22% | -7% | 4% | 9% | -0.4% | ? | -0.1%
COc1ccccc1NC(=O)CSc1nc2ccccc2c(=O)n1CC1CCCO1 (stereo not drawn) | 12% | 4.7% | -3% | -2% | 5% | -7% | nt | 0% | 0.0%
Cc1cc(N)ccc1NC(=O)c1ccccc1 | 6% | 3.1% | -16% | 2% | -6% | 5% | -0.7% | 11% | 1.6%
Cn1c(=O)c(NCCO)c2c3c(cccc31)C(=O)c1ccccc1-2 | 1% | ? | 28% | 4% | -205% | ? | nt | 8% | 1.1%
Cc1cccc(-n2ccnc2SCC(=O)O)c1C | 0% | 1.5% | -2% | -1% | -12% | -3% | -0.8% | 5% | -0.1%
O=C(CC(n1cncn1)C(Cl)(Cl)Cl)c1ccc([N+](=O)[O-])cc1 (stereo not drawn) | 1% | 3.2% | -6% | -3% | -4% | -11% | nt | 24% | -0.5%
COc1ccc(NC(=O)CCCCCn2nnc3ccccc3c2=O)cc1 | 5% | 0.6% | -21% | -7% | 1% | -8% | nt | 10% | -0.1%
CC1(C)Cc2c(c(N3CCCC3)[nH]c(=S)c2C#N)CO1 | nt | 1.2% | -8% | -5% | 9% | nt | -2.6% | -2% | nt
CCOc1cc(C2NC(=O)NC(O)(C(F)(F)F)C2C(=O)c2ccc(OC)cc2)ccc1O (stereo not drawn) | 12% | 2.4% | 1% | -7% | 11% | 2% | 0.5% | -2% | -0.1%
Cc1ccc(N2CC(C(=O)Nc3c4c(nn3C(C)(C)C)CS(=O)(=O)C4)CC2=O)cc1 (stereo not drawn) | 1% | 1.6% | -12% | -9% | -3% | 5% | nt | 14% | 0.0%
Clc1ccc(-c2csc3ncnc(NCCN4CCOCC4)c23)cc1 | 5% | 22% | 8% | -4% | 4% | -7% | -0.2% | 7% | 0.7%
CCOC(=O)c1sc2nc(SCC#N)n(CCCN3CCCC3=O)c(=O)c2c1C | 8% | 3.0% | -11% | -7% | -2% | -9% | -3.3% | 11% | 2.9%
Cc1ccc(S(=O)(=O)N(C)c2ccc(OCC(=O)Nc3nc(-c4ccccc4)cs3)cc2)cc1 | 2% | 17% | 9% | 10% | 7% | -4% | -2.1% | 19% | -0.7%
COc1ccc(C(=O)Nc2nc(C)c(C(=O)N(C)C)s2)cc1OC | 3% | 0.6% | 10% | -6% | -11% | 4% | -2.3% | -3% | -0.1%
Cc1cc(C)nc(SCNC(=O)c2ccc(F)cc2)n1 | 9% | -0.3% | 24% | -2% | 2% | -10% | 2.2% | 5% | 0.0%
O=C(Nc1ccccc1C(=O)N1CCCCCC1)c1ccc(Cl)cc1 | 8% | -0.8% | -10% | -7% | -2% | -6% | 0.1% | -12% | -1.3%
COc1ccc(N2C(=O)c3ccccc3NC2c2ccc(OC)c(CSc3ccccn3)c2)cc1 (stereo not drawn) | 3% | 0.0% | 8% | -11% | 9% | 1% | -0.4% | 8% | 0.0%
O=C(C#Cc1cccc([N+](=O)[O-])c1)c1ccccc1 | -2% | ? | -2% | 2% | 5% | -6% | -2.6% | 16% | 3.0%
COC(=O)c1nn(-c2ccccc2)c(=O)cc1Oc1ccccc1 | 6% | -0.4% | 4% | -7% | -5% | -2% | 0.3% | 2% | 0.1%
S=c1[nH]nc(-c2ccncc2)n1CC1CCCO1 (stereo not drawn) | 7% | 1.4% | -5% | -9% | 2% | 1% | -0.9% | 15% | 0.1%
COc1cccc(N2CCN(c3ncnc4c3cnn4-c3ccc(C)cc3C)CC2)c1 | 2% | 10% | -12% | 0% | -1% | -5% | 4.5% | 0% | 2.2%
Cc1ccc(N(C(C)C(=O)N2CCC(C)CC2)S(C)(=O)=O)cc1C (stereo not drawn) | 7% | -0.9% | -14% | -2% | -1% | 0% | -1.1% | -4% | -0.1%
FC(F)(F)C1CC(c2cccs2)Nc2ncnn21 (stereo not drawn) | 12% | 1.1% | -3% | -2% | 1% | 7% | 1.0% | 0% | -0.1%
CN(C)CCCNc1nc(-c2ccccc2)c2c(c1C#N)CC(C)(C)OC2 | 2% | -0.4% | 0% | 0% | -5% | -1% | nt | 26% | 0.4%
CC(C)Oc1ccc(C(CC(=O)O)NC(=O)C(Sc2ccccc2)c2ccccc2)cc1 (stereo not drawn) | nt | -1.7% | 8% | -5% | -2% | nt | 0.9% | 13% | 0.4%
OCCN(Cc1ccccc1)Cc1ccc(Cl)cc1Cl | 18% | 1.2% | 11% | -7% | 6% | -2% | 1.5% | 6% | -0.6%
O=C(CN1C(=O)CCSc2ccccc21)Nc1ccc2c(c1)OCO2 | 11% | 0.4% | 1% | 0% | 3% | -2% | -0.9% | 14% | 0.0%
CC(=O)Cc1nsc(NC(=O)c2cccc(F)c2)n1 | 0% | 1.4% | -7% | -2% | -1% | -7% | -1.4% | 16% | -0.2%
Cc1ccc(-c2nnc(SCc3nc4ccccc4[nH]3)n2Cc2ccco2)cc1 | 5% | 0.0% | 8% | -7% | -4% | -5% | -1.8% | 26% | nt
CN(C)c1ncc(C(=O)O)cn1 | 8% | -0.9% | -2% | -12% | -6% | -8% | 1.8% | 3% | 0.7%
CCc1ccc(S(=O)(=O)NCCc2csc(C)n2)s1 | 8% | 1.0% | -12% | -8% | -2% | -4% | -0.3% | 6% | -0.1%
Cn1c(=O)c2c(SCc3cccc(C(F)(F)F)c3)nc(-c3ccco3)nc2n(C)c1=O | 9% | -1.0% | -7% | -2% | -3% | -3% | -1.4% | -6% | ?
Cn1c(COc2ccccc2)nnc1SCC(=O)Nc1ccc2c(c1)OCO2 | 10% | 3.4% | 9% | -1% | 11% | -5% | -0.7% | 2% | -0.2%
COC(=O)c1ccc2c(=O)n(Cc3ccc4c(c3)OCO4)c(=S)[nH]c2c1 | 5% | 1.3% | 8% | -5% | -3% | -2% | nt | 6% | 0.7%
O=C(Nc1cccc(-c2ccc(N3CCOCC3)nn2)c1)c1ccccc1 | 8% | -2.0% | nt | nt | 8% | -11% | nt | -1% | nt
Cc1ccc(S(=O)(=O)CC(C)N2CCN(C3CCCCC3)CC2)cc1 (stereo not drawn) | 3% | -2.4% | 0% | -5% | 2% | -7% | -3.9% | 4% | -0.4%
CN(C)S(=O)(=O)N(CC(=O)Nc1ccccc1)c1ccccc1 | -3% | 0.4% | 1% | -7% | -1% | nt | -2.3% | 7% | 0.4%
CC1(C)CC(=O)c2cnc(N)nc2C1 | 5% | 0.8% | 4% | -13% | 1% | 3% | 0.0% | 10% | 1.1%
Cc1ccc(-c2csc3ncnc(NCCC(=O)O)c23)cc1C | 19% | 6.8% | 14% | -5% | -2% | 2% | nt | 8% | -0.3%
CCC(C)N1CCNCC1 (stereo not drawn) | 10% | 1.0% | -10% | -6% | 6% | 2% | -0.9% | 21% | -0.1%
CC(C)C(=O)NCCc1nc2ccccc2n1CCc1ccccc1 | -2% | 0.2% | -13% | -6% | 8% | -4% | -0.7% | 6% | -0.9%
COc1ccc(C2(C(=O)Nc3cc(C)on3)CCOCC2)cc1 | -6% | 3.3% | -13% | 4% | -8% | 2% | 0.0% | 1% | 0.3%
COc1ccccc1-c1ccc(=O)n(CC(=O)NC(C)(C)C)n1 | 5% | 1.2% | -11% | -1% | -5% | 1% | -1.4% | 7% | 0.1%
CCOC(=O)c1oc2ccccc2c1COC(=O)CNC(=O)c1ccccc1 | 9% | 0.8% | 6% | -6% | 10% | 0% | nt | 8% | -0.3%
COC(=O)c1cc(NC(=O)CN2CCOCC2)cc(C(=O)OC)c1 | 13% | 0.1% | 5% | -5% | -2% | -3% | -1.0% | 5% | 0.0%
CC(=O)C1=C(C)Nc2ncnn2C1c1ccc(Cl)cc1Cl (stereo not drawn) | -7% | 0.2% | -7% | -7% | 9% | -10% | -0.3% | 6% | -0.4%
CCC1Nc2ncnc(N3CCN(c4ccccn4)CC3)c2N(Cc2ccc(Cl)cc2)C1=O (stereo not drawn) | 10% | 7.1% | nt | nt | -1% | 1% | nt | 13% | nt
NC(CO)C(O)c1ccc([N+](=O)[O-])cc1 (stereo not drawn) | 1% | 0.9% | 4% | -3% | 3% | -6% | -1.4% | 7% | 0.0%
CCCc1nnc(NC(=O)CCC(=O)N2CCCCCC2)s1 | 11% | 1.3% | 7% | 1% | 1% | 5% | -1.3% | 3% | -0.3%

Ten compounds already listed, arranged by number of heavy atoms, smallest number first.
SMILES | Rac1 GTP hydrolysis | RSV CPE inhibition | GPR35 antagonists | LYP inhibition | PhoP inhibition | NS5 inhibitors | CSM14.1 death rescue | Large T inhibition | West Nile antiviral
CCC(C)N1CCNCC1 (stereo not drawn) | 10% | 1.0% | -10% | -6% | 6% | 2% | -0.9% | 21% | -0.1%
CC1(C)CC(=O)c2cnc(N)nc2C1 | 5% | 0.8% | 4% | -13% | 1% | 3% | 0.0% | 10% | 1.1%
NC(CO)C(O)c1ccc([N+](=O)[O-])cc1 (stereo not drawn) | 1% | 0.9% | 4% | -3% | 3% | -6% | -1.4% | 7% | 0.0%
CC(=O)C1=C(C)Nc2ncnn2C1c1ccc(Cl)cc1Cl (stereo not drawn) | -7% | 0.2% | -7% | -7% | 9% | -10% | -0.3% | 6% | -0.4%
CCCc1nnc(NC(=O)CCC(=O)N2CCCCCC2)s1 | 11% | 1.3% | 7% | 1% | 1% | 5% | -1.3% | 3% | -0.3%
COc1ccc(C2(C(=O)Nc3cc(C)on3)CCOCC2)cc1 | -6% | 3.3% | -13% | 4% | -8% | 2% | 0.0% | 1% | 0.3%
COC(=O)c1cc(NC(=O)CN2CCOCC2)cc(C(=O)OC)c1 | 13% | 0.1% | 5% | -5% | -2% | -3% | -1.0% | 5% | 0.0%
CC(C)C(=O)NCCc1nc2ccccc2n1CCc1ccccc1 | -2% | 0.2% | -13% | -6% | 8% | -4% | -0.7% | 6% | -0.9%
CCOC(=O)c1oc2ccccc2c1COC(=O)CNC(=O)c1ccccc1 | 9% | 0.8% | 6% | -6% | 10% | 0% | nt | 8% | -0.3%
CCC1Nc2ncnc(N3CCN(c4ccccn4)CC3)c2N(Cc2ccc(Cl)cc2)C1=O (stereo not drawn) | 10% | 7.1% | nt | nt | -1% | 1% | nt | 13% | nt

Source: PubChem
